High-throughput results: PubChem BioAssay, several laboratories
EBNA-1 inh – blocks EBNA-1 binding to DNA; hit rate 0.34% among 300,000; inhibition, % at 14.8 µM; EBNA-1 DNA binding, fluorescence polarization; in the data active = inhibition above about 28%
Efflux pump inh – antifungal efflux pump inhibition, Nile Red retention; S. cerevisiae Candida pump triplex; inhibition, % at 10 µM; hit rate 0.44% among 330,000;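 active = plate passing quality check with inhibition over a set limit, or well fluorescence over plate mean plus 4 SD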;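 also: Nile Red retained in pooled yeast measured as flow cytometry median fluorescence; 0% = buffer negative control and 100% = Enniatin B positive control; higher means more Nile Red kept so more efflux inhibition; some compounds called inactive have numbers as strong as hits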
GLD-1 RNA inh – GLD-1-TGE RNA interaction inhibition (C. elegans); Q17339; purified GLD-1 + fluorescein TGE RNA, fluorescence polarization; inhibition, % at 5.96 µM; hit rate 0.44% among 320,000;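 active = percent inhibition above a per-plate cutoff, the plate mean of test compounds plus 3 SD, cut at about 30% in these data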;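 also: 0% = DMSO wells with GLD-1 and probe and 100% = wells lacking GLD-1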
MEX-5 binding – C. elegans MEX-5 TCR-2 RNA binding activity; AID 1832; Q9XUB2; MEX-5/FITC-TCR2 RNA binding, fluorescence polarization; hits give low values; hit rate 0.38% among 300,000; activity score (negative = inhibition of binding), % at 10 µM;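 active = inhibition past about -25% in most replicates, and total fluorescence under double the plate's negative control median, limit read from the data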;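 also: 0% = DMSO and -100% = 5 µM competing unlabeled TCR2 RNA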
Fam108B counter – blocks mouse Fam108B hydrolase in RBBP9 counter-screen | inhibition, % at 9.51 µM | AID 1947 | hit rate 0.33% among 300,000 | recombinant Fam108B, FP-Rh probe fluorescence polarization;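 active = inhibition above the screen mean inhibition plus 3 SD, computed separately per campaign, cut at about 18% in these data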;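 also: inhibitors lower polarization as less probe binds the enzyme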
ZTA counter – ZTA (EBV) inhibition in EBNA-1 counter-screen; ZTA-DNA binding, fluorescence polarization; hit rate 0.15% among 320,000; AID 2234; P03206; inhibition, % at 11 µM; in the data active = inhibition above about 33%
Bcl-xL primary – blocks human Bcl-xL binding to Bim BH3 peptide; Q07817; GST-Bcl-xL / FITC-Bim BH3 peptide fluorescence polarization; inhibition, % at 10.9 µM; hit rate 0.7% among 320,000; AID 2129;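 active = inhibition above the mean of all tested compounds plus 3 SD, cutoff set per campaign, cut at about 30% in these data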;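 also: 0% = DMSO wells and 100% = unlabeled Bim-BH3 peptide competitor; inhibitors lower millipolarization by displacing the labeled peptide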
Target sequence (Q07817 whole entry, looked up): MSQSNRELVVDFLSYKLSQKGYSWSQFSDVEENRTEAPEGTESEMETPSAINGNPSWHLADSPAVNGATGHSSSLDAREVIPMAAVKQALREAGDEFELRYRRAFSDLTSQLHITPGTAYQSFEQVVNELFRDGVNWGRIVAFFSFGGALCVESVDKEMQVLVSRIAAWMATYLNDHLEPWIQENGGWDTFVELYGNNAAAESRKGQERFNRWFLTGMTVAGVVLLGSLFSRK
MCL1 BIM primary – MCL1-BIM-BH3 interaction inhibition (human). GST-MCL1 / FITC-Bim-BH3 fluorescence polarization. hit rate 0.68% among 320,000. inhibition, % at 10.9 µM. Q07820. AID 2057;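 active = inhibition above the mean inhibition of all tested compounds plus 3 SD, set per campaign, cut at about 40% in these data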;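 also: 0% = DMSO wells and 100% = unlabeled Bim-BH3 peptide control; higher means more loss of mP so more displacement of Bim peptide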
Target sequence (Q07820 whole entry, looked up): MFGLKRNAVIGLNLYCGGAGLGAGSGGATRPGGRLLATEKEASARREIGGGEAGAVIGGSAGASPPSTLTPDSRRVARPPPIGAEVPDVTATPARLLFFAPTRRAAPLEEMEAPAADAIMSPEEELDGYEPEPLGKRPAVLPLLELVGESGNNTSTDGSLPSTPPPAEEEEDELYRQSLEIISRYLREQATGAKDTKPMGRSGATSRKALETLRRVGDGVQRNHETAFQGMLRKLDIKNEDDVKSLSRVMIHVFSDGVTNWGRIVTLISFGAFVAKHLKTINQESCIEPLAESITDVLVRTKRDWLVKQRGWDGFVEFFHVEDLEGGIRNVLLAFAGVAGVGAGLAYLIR
CR mimetic SO – yeast age-related superoxide inhibition as caloric restriction mimetic; S. cerevisiae aged cells, superoxide DHE fluorescence; hits give low values; superoxide response (% of plate mean), % at 10 µM; hit rate 0.18% among 330,000; AID 2690;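 active = superoxide response under a set limit, about three screen SD below normal, cut at about 65% in these data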;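 also: yeast aged for seven days with compound at 30 °C before DHE staining; 100% = average MFI of all compound-treated wells on the plate with controls excluded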
An asterisk follows results filed as active; nt = not tested or not shown. Compounds were not picked by outcome; any-hit rate near 2.3%.

No. | Structure | Efflux pump inh | MCL1 BIM primary | GLD-1 RNA inh | ZTA counter | MEX-5 binding
1 | COC(=O)c1ccc(CNC(=O)C(NC(=O)c2ccco2)C(C)C)cc1 (stereo not given) | -0.2 | 3 | 0 | 4 | 0.4
2 | COC(=O)c1c(C)[nH]c(O)c1C=Nc1ccc(C#N)cc1 | -0.5 | 14 | 27 | -9 | -4.0
3 | CCN(C(=O)CCc1ccccc1)C1CCCCC1 | 0.0 | 1 | -1 | 8 | 0.6
4 | Cc1ccccc1-c1nc2ccccc2c(=O)n1/N=C/c1ccccc1[N+](=O)[O-] | 0.2 | 6 | 13 | -10 | 2.0
5 | COCCN1C=C2C(=O)C(C)(OC(=O)CCC(=O)OC)C(=O)C=C2C=C1C1CC1 (stereo not given) | 0.1 | 30 | 23 | 12 | -9.6
6 | CC1CCN(C(=O)C2CCN(S(=O)(=O)c3ccc4c(c3)CC(C)N4C(=O)C3CC3)CC2)CC1 (stereo not given) | 0.0 | -5 | 6 | -9 | 2.3
7 | COc1ccc(CCc2nnc(CCC(=O)NCc3cnn(-c4ccccc4C)c3)o2)cc1 | 0.0 | 3 | 11 | -9 | 2.7
8 | CCN1CCN(C(=O)C(=O)c2cn(CC(=O)N(CC)CC)c3ccccc23)CC1 | 4.8 | -9 | -1 | -16 | 0.7

No. | Bcl-xL primary | EBNA-1 inh | CR mimetic SO | Fam108B counter
1 | 6 | -5 | 98 | -1
2 | 23 | 2 | 100 | 1
3 | 3 | -12 | 94 | 0
4 | 6 | -4 | 104 | 6
5 | 29 | 2 | 109 | 6
6 | -1 | -10 | 101 | -3
7 | 1 | 1 | 119 | -1
8 | -5 | -6 | 103 | -3

Next records.
No. | Structure | Efflux pump inh | MCL1 BIM primary | GLD-1 RNA inh | ZTA counter | MEX-5 binding
9 | CCCc1nnc(SCC(=O)N2CCOCC2)n1Cc1ccco1 | -0.2 | -14 | -3 | 4 | 0.2
10 | C=CCn1c(SCC(=O)Nc2ccc3c(c2)OCO3)nnc1-c1ccccc1OC | -0.1 | 4 | 1 | 12 | -5.7
11 | Cc1ccccc1N1C(=O)C(Cl)=C(N2CCCCCC2)C1=O | 0.6 | 8 | -6 | 0 | 1.5
12 | O=C(CN1C(=O)CC(c2ccco2)Sc2ccccc21)NCC1CCCO1 (stereo not given) | 0.5 | 9 | 2 | 7 | -0.5
13 | CCOC(=O)C(C)n1ncn2cccc2c1=O (stereo not given) | 0.0 | 11 | -1 | -4 | 1.1
14 | CCOC(=O)c1sc(-c2ccc(F)cc2)cc1NC(=O)Nc1ccccc1OC | 0.4 | -3 | 0 | -20 | 0.0
15 | Cc1ccc(C(=O)C2Oc3ccccc3C3CC(c4ccc(C)cc4)=NN23)cc1 (stereo not given) | -5.0 | -3 | 4 | -15 | -1.8
16 | COCCn1cnnc1SCC(=O)Nc1cccc(S(=O)(=O)N2CCCCCC2)c1 | 0.6 | -24 | -1 | -20 | -2.8

No. | Bcl-xL primary | EBNA-1 inh | CR mimetic SO | Fam108B counter
9 | -9 | 17 | 106 | -2
10 | 4 | -7 | 107 | 6
11 | 7 | -17 | 88 | -2
12 | 5 | -4 | 115 | 0
13 | 8 | 11 | 94 | 0
14 | 2 | 2 | 98 | -2
15 | 0 | 7 | 95 | -2
16 | -7 | -3 | 106 | -1

Carrying on.
No. | Structure | Efflux pump inh | MCL1 BIM primary | GLD-1 RNA inh | ZTA counter | MEX-5 binding
17 | Cc1ccc(C(=O)C[n+]2ccc(Cc3ccccc3)cc2)cc1 | -0.1 | 2 | 2 | -27 | 0.4
18 | COc1cccc(CN2CCNC(=O)C2CC(=O)NCC(C)(C)N2CCOCC2)c1OC (stereo not given) | 0.2 | 8 | 10 | 4 | -0.9
19 | NC(=O)C1CCN(C(=O)c2ccc(NS(=O)(=O)c3ccc(F)cc3)cc2)CC1 | 0.0 | 2 | 1 | -7 | nt
20 | Cc1ccccc1COC(=O)CCCC1=NS(=O)(=O)c2ccccc2N1 | 0.0 | 3 | 1 | -5 | 2.2
21 | COc1cccc(CN(C)C(=O)CSc2nc3ccccc3[nH]2)c1OC | -0.2 | -7 | 4 | 2 | 3.3
22 | CCC1CCC(c2nnc(-c3ccc(Br)cc3)o2)CC1 (stereo not given) | -0.4 | 0 | -1 | 7 | -2.5
23 | COc1c(Cl)cc(Cl)cc1CNCc1ccccc1 | -0.1 | 0 | -3 | 19 | 0.4
24 | CC(C)CCN1C(=O)c2ccc(C(=O)NCc3ccccn3)cc2C1=O | 0.1 | 0 | 4 | -15 | 1.6

No. | Bcl-xL primary | EBNA-1 inh | CR mimetic SO | Fam108B counter
17 | 1 | -13 | 100 | -7
18 | 8 | 0 | 102 | 5
19 | 3 | nt | 126 | nt
20 | -2 | 2 | 79 | 2
21 | 2 | 1 | 108 | 0
22 | 3 | 10 | 97 | -3
23 | 2 | 10 | 83 | 2
24 | 0 | -6 | 103 | -3

For convenience, twelve of the compounds above:
No. | Structure | Efflux pump inh | MCL1 BIM primary | GLD-1 RNA inh | ZTA counter | MEX-5 binding
13 | CCOC(=O)C(C)n1ncn2cccc2c1=O (stereo not given) | 0.0 | 11 | -1 | -4 | 1.1
14 | CCOC(=O)c1sc(-c2ccc(F)cc2)cc1NC(=O)Nc1ccccc1OC | 0.4 | -3 | 0 | -20 | 0.0
15 | Cc1ccc(C(=O)C2Oc3ccccc3C3CC(c4ccc(C)cc4)=NN23)cc1 (stereo not given) | -5.0 | -3 | 4 | -15 | -1.8
16 | COCCn1cnnc1SCC(=O)Nc1cccc(S(=O)(=O)N2CCCCCC2)c1 | 0.6 | -24 | -1 | -20 | -2.8
17 | Cc1ccc(C(=O)C[n+]2ccc(Cc3ccccc3)cc2)cc1 | -0.1 | 2 | 2 | -27 | 0.4
18 | COc1cccc(CN2CCNC(=O)C2CC(=O)NCC(C)(C)N2CCOCC2)c1OC (stereo not given) | 0.2 | 8 | 10 | 4 | -0.9
19 | NC(=O)C1CCN(C(=O)c2ccc(NS(=O)(=O)c3ccc(F)cc3)cc2)CC1 | 0.0 | 2 | 1 | -7 | nt
20 | Cc1ccccc1COC(=O)CCCC1=NS(=O)(=O)c2ccccc2N1 | 0.0 | 3 | 1 | -5 | 2.2
21 | COc1cccc(CN(C)C(=O)CSc2nc3ccccc3[nH]2)c1OC | -0.2 | -7 | 4 | 2 | 3.3
22 | CCC1CCC(c2nnc(-c3ccc(Br)cc3)o2)CC1 (stereo not given) | -0.4 | 0 | -1 | 7 | -2.5

No. | Bcl-xL primary | EBNA-1 inh | CR mimetic SO | Fam108B counter
13 | 8 | 11 | 94 | 0
14 | 2 | 2 | 98 | -2
15 | 0 | 7 | 95 | -2
16 | -7 | -3 | 106 | -1
17 | 1 | -13 | 100 | -7
18 | 8 | 0 | 102 | 5
19 | 3 | nt | 126 | nt
20 | -2 | 2 | 79 | 2
21 | 2 | 1 | 108 | 0
22 | 3 | 10 | 97 | -3

No. | Structure | Efflux pump inh | MCL1 BIM primary | GLD-1 RNA inh | ZTA counter | MEX-5 binding
23 | COc1c(Cl)cc(Cl)cc1CNCc1ccccc1 | -0.1 | 0 | -3 | 19 | 0.4
24 | CC(C)CCN1C(=O)c2ccc(C(=O)NCc3ccccn3)cc2C1=O | 0.1 | 0 | 4 | -15 | 1.6

No. | Bcl-xL primary | EBNA-1 inh | CR mimetic SO | Fam108B counter
23 | 2 | 10 | 83 | 2
24 | 0 | -6 | 103 | -3
